# High-throughput results as filed in PubChem.
# proCasp3 act: activators of human procaspase-3; recombinant procaspase-3 D3A, Ac-DEVD-pNA absorbance 405 nm; activation, % at 8.5 µM; actives 0.11% (n = 330,000);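 active = activation above the mean of all tested compounds plus 3 SD, cut at about 21% in these data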;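 note: 0% = DMSO alone and 100% = DMSO wells spiked with extra 5 µM PC-3 D3A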
# Target sequence (P42574 whole entry D9A/D28A/D175A): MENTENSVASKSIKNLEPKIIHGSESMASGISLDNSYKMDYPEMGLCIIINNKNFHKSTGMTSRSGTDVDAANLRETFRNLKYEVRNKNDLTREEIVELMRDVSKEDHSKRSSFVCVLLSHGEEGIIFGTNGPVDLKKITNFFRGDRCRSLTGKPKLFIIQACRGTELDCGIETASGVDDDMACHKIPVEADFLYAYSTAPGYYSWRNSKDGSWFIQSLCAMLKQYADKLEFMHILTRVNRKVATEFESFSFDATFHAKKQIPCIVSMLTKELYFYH
#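 Assay system – Procaspase-3 D3A mutant, all three cleavage aspartates alanine · Controls – DMSO-only low control, 5 µM PC-3 D3A high control · Schedule – 1 h compound preincubation, 2 h substrate hydrolysis at 25 °C · Signal – 405 nm absorbance of p-nitroaniline, reads at 0 and 120 min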
# Efflux pump inh: antifungal efflux pump inhibition, Nile Red retention; S. cerevisiae Candida pump triplex; inhibition, % at 10 µM; actives 0.44% (n = 330,000); AID 485275;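 active = plate passing quality check with inhibition over a set limit, or well fluorescence over plate mean plus 4 SD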;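 note: Nile Red retained in pooled yeast measured as flow cytometry median fluorescence; 0% = buffer negative control and 100% = Enniatin B positive control; higher means more Nile Red kept so more efflux inhibition; some compounds called inactive have numbers as strong as hits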
# PP1 counter: counter-screen for PP5 inhibitors: inhibitors of human PP1-alpha | actives 0.9% (n = 320,000) | inhibition, % at 6.7 µM | purified PP1alpha, OMFP fluorescence | P62136;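 active = inhibition above the mean inhibition of all tested compounds plus 3 SD, computed separately for each screening campaign, cut at about 15% in these data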
# GASC-1 inh: human JMJD2C demethylase inhibition; Q9H3R0; GST-JMJD2C(1-420) H3K9me3 demethylation, DELFIA europium; inhibition, % at 2.35 µM; actives 0.069% (n = 330,000); AID 2099;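 active = more than half of a compound's replicate wells show inhibition beyond 50%, single wells judged on their own value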;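 note: signal counts dimethyl H3K9 product captured on neutravidin plate; 0% = median of DMSO wells and 100% = 0.3 times that DMSO median; strong numbers were not always called active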
# Target sequence (Q9H3R0 1-420 limits assumed): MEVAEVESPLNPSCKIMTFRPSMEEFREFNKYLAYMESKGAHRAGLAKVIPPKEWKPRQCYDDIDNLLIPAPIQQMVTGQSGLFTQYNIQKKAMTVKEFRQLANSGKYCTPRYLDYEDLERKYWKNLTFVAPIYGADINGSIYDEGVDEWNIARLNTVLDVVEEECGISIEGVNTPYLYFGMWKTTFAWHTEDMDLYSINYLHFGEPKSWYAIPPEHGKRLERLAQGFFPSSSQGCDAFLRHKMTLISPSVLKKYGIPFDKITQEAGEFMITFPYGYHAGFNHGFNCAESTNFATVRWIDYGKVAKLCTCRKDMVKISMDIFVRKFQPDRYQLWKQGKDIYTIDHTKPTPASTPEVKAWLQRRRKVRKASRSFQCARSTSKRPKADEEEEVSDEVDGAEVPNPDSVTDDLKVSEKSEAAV
# Fh CTSL1 inh: blocks F. hepatica cathepsin L1 in PFM18AAP counter-screen | recombinant F. hepatica cathepsin L1, Z-Leu-Arg-MCA fluorescence | inhibition, % at 5.96 µM | actives 0.49% (n = 300,000);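 active = inhibition above the mean of all tested compounds plus 3 SD, set per screening campaign, cut at about 17% in these data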;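 note: 0% = plate median of test compound wells and 100% = 1 µM Z-Phe-Ala-diazomethylketone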
# procasp7 counter: counter-screen: procaspase-7 (human) activation; P55210; recombinant procaspase-7, Ac-DEVD-pNA absorbance 405 nm; D23A/D198A/D206A triple mutant, cannot self-cleave; scale: DMSO 0, 5 µM enzyme 100; activation, % at 8.5 µM; actives 0.093% (n = 330,000);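 active = percent activation above the screen-wide mean plus 3 SD, cut at about 25% in these data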
# Target sequence (P55210 whole entry D23A/D198A/D206A): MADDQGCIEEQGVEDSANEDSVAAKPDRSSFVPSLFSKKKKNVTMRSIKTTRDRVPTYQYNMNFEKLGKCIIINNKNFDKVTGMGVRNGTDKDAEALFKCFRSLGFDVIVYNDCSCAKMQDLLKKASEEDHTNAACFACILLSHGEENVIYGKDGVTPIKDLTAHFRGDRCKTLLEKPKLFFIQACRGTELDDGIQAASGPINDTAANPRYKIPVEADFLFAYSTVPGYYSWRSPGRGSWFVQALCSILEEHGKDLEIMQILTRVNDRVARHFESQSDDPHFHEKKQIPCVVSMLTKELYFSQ
#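 Material: Procaspase-7 triple mutant (PC-7 D3A) | Quantity: 2 µM procaspase-7 mutant as dispensed | Reagent: DEVD-pNA substrate | Times: 1 h preincubation, 2 h reaction | Technique: 405 nm absorbance of p-nitroaniline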
# core dimer inh: blocks dimerization of HCV core protein. inhibition, % at 5 µM. actives 0.33% (n = 300,000). TR-FRET GST/Flag-core106 dimerization, 1536-well;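 active = inhibition above the mean of all tested compounds plus 3 SD, set per screening campaign, cut at about 45% in these data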
#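 assay system = GST-tagged and Flag-tagged HCV core protein residues 1-106 | controls = unlabelled core106 and no-GST-core106 wells | incubation = compound-protein-antibody incubation 4 h at 22.5 °C | probe or stimulus = Eu donor and XL665 acceptor anti-tag antibodies | read-out = % inhibition based on acceptor/donor emission ratio | signal = TR-FRET 671 and 617 nm emission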
# TPT1 inhibitor: blocks Candida albicans tRNA 2'-phosphotransferase; recombinant caTPT1, FP RNA substrate dephosphorylation; inhibition, % at 5 µM; actives 0.81% (n = 300,000); AID 1962;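 active = inhibition above the mean of all tested compounds plus 3 SD, set per screening campaign, cut at about 24% in these data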;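 note: plate controls were DMSO alone for no effect and ferristatin control at 100 nM for full effect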
# PP5 primary: blocks human protein phosphatase 5 activity | P53041 | purified PP5c, OMFP substrate fluorescence | inhibition, % at 6.7 µM | actives 0.18% (n = 320,000);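 active = inhibition above the campaign's mean inhibition across all tested compounds plus 3 SD, cut at about 9.5% in these data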;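 note: 0% = DMSO only and 100% = 100 µM cantharidin control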
# Numbers without * were called inactive; x = not tested or not shown. Compounds as they come. About 2.9% of those tested had a hit in this group.
# Values in the order: proCasp3 act	Efflux pump inh	PP1 counter	GASC-1 inh	Fh CTSL1 inh	procasp7 counter	core dimer inh	TPT1 inhibitor	PP5 primary
- CCOC(=O)C(C(=O)NCc1ccc(F)cc1)c1ncc(C(F)(F)F)cc1Cl (stereo not given)
  -14	0.2	0	0	3	8	0	-3	2.7
- Cc1nn(Cc2ccccc2)c(C)c1NC(=O)CSc1nnc(-c2cc(Cl)ccc2O)n1C
  -3	-0.2	-2	12	-5	11	4	-1	0.9
- Cn1cnc(S(=O)(=O)N2CCN(c3ccc(F)cc3)CC2)c1
  5	-0.1	-7	4	-5	7	0	-1	-0.4
- CCOc1ccc(N2CC(C(=O)NCc3nnnn3-c3ccc(C)c(C)c3)CC2=O)cc1 (stereo not given)
  9	0.2	-4	-2	1	10	-3	-1	-1.4
- O=C(COC(=O)c1ccccc1)Nc1cccc(S(=O)(=O)N2CCOCC2)c1
  9	-0.1	-6	4	-3	0	2	0	-0.4
- O=C(CSc1ncnc2scc(-c3ccccc3)c12)N1CCN(c2ccccc2F)CC1
  -1	0.3	11	-37	-2	-6	15	7	3.9
- Cc1ccc(OC(C)C(=O)OCC(=O)Nc2sccc2C(N)=O)cc1 (stereo not given)
  2	0.1	x	-1	x	19	x	x	x
- CCC(Cc1ccccc1)NC(=O)C1CCN(c2nn3c(=O)cc(C)nc3s2)CC1 (stereo not given)
  3	-0.1	-1	1	-1	0	8	-5	-0.5
- Cc1cc(C)nc(Sc2ccc(/C=C(\C#N)C(=O)Nc3ccccc3)o2)n1
  -1	0.0	0	-3	4	-9	-5	11	2.3
- CC12COC3(C(=O)Nc4ccc(Cl)cc4)CC1CCC32C (stereo not given)
  -5	0.0	1	-5	1	6	0	-1	-0.4
- COc1cc(N)ccc1Cc1ccc(N)cc1OC
  -6	0.5*	-8	36	-6	-18	3	-5	-7.8
- CN(C)/C=C/C(=O)c1ccc(Cl)cc1
  -2	-0.1	-4	-8	-3	-1	-6	1	-1.6
- Nc1ccc(Oc2ccc3c(c2)C(=O)N(CC2CCCO2)C3=O)cc1 (stereo not given)
  2	0.0	-3	76	-1	6	4	1	-1.9
- O=C(c1cc(-c2ccc(Cl)cc2)n[nH]1)N1CCc2ccccc2C1
  1	-0.1	-4	-2	-3	6	8	-1	-4.1
- CCn1c(CNC(=O)c2ccco2)nnc1SCC(=O)Nc1cccc(F)c1
  -2	-0.1	-2	1	0	8	-5	-1	-0.9
- N#Cc1c(-c2ccccc2)cc(-c2ccc3c(c2)OCO3)[nH]c1=O
  -4	-0.3	2	-3	x	2	x	x	-0.5
- Cn1c(CNC(=O)c2ccccc2F)nnc1SCC(=O)c1ccccc1
  3	0.1	0	-6	0	4	-7	1	2.5
- O=C(Nc1cc(=O)[nH]c2nc(-c3ccc(Cl)cc3)nn12)c1ccccc1
  -2	0.1	-2	24	1	-9	0	3	0.5
- Cc1cccc(C(=O)O/N=C2\CCSc3ccc(C)cc32)c1
  -11	-0.1	-2	0	-4	-2	11	-2	-0.4
- CCN(C(=O)CN1C(=O)S/C(=C\c2cccc(OC)c2)C1=O)C1CCS(=O)(=O)C1 (stereo not given)
  -1	0.0	0	163	4	-5	-1	2	0.8
- CC1(C)C=C2C(=NN(c3ccccc3)C(N)=C2C#N)CO1
  -5	-0.1	33*	7	109*	-6	31	-9	1.2
- O=C1CC(N(O)C2CC(=O)N(Cc3ccccc3)C2=O)C(=O)N1Cc1ccccc1 (stereo not given)
  -5	-0.2	2	10	0	-18	-2	-5	-1.3
- Cn1nc(C(F)(F)F)c(/C=N/OC(=O)c2ccccc2Cl)c1SCc1ccccc1Cl
  4	0.3	6	8	3	22	-2	0	4.1
- O=C(COc1ccc2ccccc2c1)N1c2ccccc2Sc2ccccc21
  2	0.0	8	-4	-1	3	14	-1	3.0
- Cc1ccccc1CC(=O)Nc1sc(C(C)C)cc1C(=O)N1CCOCC1
  -3	0.1	-2	-14	1	1	10	-4	5.9
- Cn1cc(S(=O)(=O)N2CCN(C(=O)c3ccco3)CC2)c(=O)n(C)c1=O
  6	-0.1	-4	15	0	3	-2	-1	-4.1
- O=C(O)CCCCCn1c(SCC(=O)Nc2ccc(F)cc2)nc2ccsc2c1=O
  -2	0.2	-4	2	1	-10	-2	-2	1.3
- COc1ccc(C2=NS(=O)(=O)N(C)C(C(=O)N3CCOCC3)=C2)cc1OC
  -1	-0.2	0	-2	7	-7	8	-3	-1.4
- Cc1ccc(S(=O)(=O)N2CCCCC2)cc1NC(=O)COC(=O)Cc1ccc(Cl)cc1
  6	-0.7	4	-6	-2	4	7	-1	3.5
- Cc1ccc(C(=O)Nc2c(N)nc(SCC(=O)Nc3cc(C)on3)[nH]c2=O)cc1
  6	0.2	-3	0	1	10	2	-2	2.6

# Next section:
# Values in the order: proCasp3 act	Efflux pump inh	PP1 counter	GASC-1 inh	Fh CTSL1 inh	procasp7 counter	core dimer inh	TPT1 inhibitor	PP5 primary
- COc1ccc(-c2cc(C(=O)Nc3cc(OC)c(OC)c(OC)c3)no2)cc1OC
  9	-0.1	-4	-2	-2	11	0	-2	1.7
- Cc1ccc(NC(=O)CNNC(=O)c2cccc([N+](=O)[O-])c2)cc1[N+](=O)[O-]
  5	-0.2	x	10	x	-5	x	x	x
- Clc1cccc(CSc2ccc(-c3cccnc3)nn2)c1
  6	0.0	5	10	-2	11	8	8	1.4
- O=C(Oc1cc(-c2ccccc2)no1)c1ccc(Cl)cc1
  8	0.1	-4	-4	2	-1	-1	-4	-1.8
- CC(=O)c1ccc(N2CCN(C(=S)Nc3ccc(Cl)c(Cl)c3)CC2)cc1
  -9	0.1	1	13	3	-11	19	-5	2.0
- CCCCCCNc1nc(Cl)nc(NC(C)(C)CO)n1
  1	0.0	4	52	1	6	2	-3	1.8
- COc1nc(-c2ccccc2)nc(-c2ccccc2)c1C
  -6	0.3	0	1	4	3	-2	0	1.1
- O=C(COC(=O)C1CC2C=CC1C2)Nc1cccc(S(=O)(=O)N2CCCCC2)c1 (stereo not given)
  6	-0.5	3	-3	-13	-4	11	-1	1.0
- C=C(Br)Cn1c(CCC)nc2ccccc21
  -5	0.1	1	-1	-3	9	-2	0	2.9
- Cc1ccc(NC(=O)CN(c2ccc3c(c2)OCO3)S(=O)(=O)c2c(C)n[nH]c2C)cc1
  -2	-0.1	0	94	-1	-4	6	0	2.4
- COc1ccc(C2CC(c3cccs3)=NN2C(=O)CCC(=O)O)cc1OC (stereo not given)
  -7	0.0	1	5	2	-1	-11	-1	1.3
- CCOc1ccccc1/C=N/Nc1nc2c(N)ncnc2n1[C@H]1O[C@@H](CO)[C@H](O)[C@@H]1O
  -9	0.0	0	0	-1	15	-6	0	-2.4
- Cc1ccc(N2C(=O)CC(N3CCN(c4ccccn4)CC3)C2=O)cc1 (stereo not given)
  -18	-0.1	1	4	-6	-8	6	-1	1.4
- CCN1C(=O)/C(=C\N2CCN(c3ccccc3)CC2)SC1=S
  6	0.0	1	2	0	-5	3	-1	1.8
- CCCCCCOC(=O)Nc1ccc(S(=O)(=O)Nc2cccc([N+](=O)[O-])c2)cc1
  -8	0.3	2	-11	0	2	6	1	4.4
- CCOc1ccc(C(=O)Nc2ccccc2CC)cc1[N+](=O)[O-]
  1	-0.5	0	-2	1	8	-7	3	-1.6
- CC1CC1C(=O)OCC(=O)Nc1ccc2[nH]c(=O)[nH]c2c1 (stereo not given)
  0	0.0	-2	-5	-3	-5	4	-3	2.1
- COC(=O)C1=C(C)N(CCc2cc(OC)c(OC)c(OC)c2)C(=O)N[C@H]1c1ccc(Br)cc1
  4	0.0	0	0	2	-3	4	-3	2.4
- NS(=O)(=O)c1ccc(CCNC(=O)c2ccc([N+](=O)[O-])cc2[N+](=O)[O-])cc1
  -6	-0.3	-1	3	-8	-1	-4	1	0.3
- O=C(NCC1CCCO1)C(c1ccc(N2CCOCC2)cc1)N(C(=O)Cn1nnc2ccccc21)c1ccccc1F (stereo not given)
  -1	-0.1	-8	-5	6	-7	-5	0	2.5
- O=C(Nc1ccccc1)Nc1ccc(C(=O)N2CCCC2)cc1
  -7	0.3	-1	6	-2	-9	-1	-1	4.3
- O=C(O)C1CC=CCC1C(=O)N1CCCC1 (stereo not given)
  0	-0.1	-12	-1	18*	5	-6	-1	0.9
- C[C@@H]1CC=C[C@H]2[C@H]1C(=O)N(Cc1ccccc1)[C@H]2c1cccc([N+](=O)[O-])c1
  -2	0.1	4	-1	0	-10	6	2	1.2
- O=C(NCCN1CCOCC1)C1CCN(c2ncnc3c2sc2cccc(F)c23)CC1
  2	-0.1	-2	-20	-1	8	3	0	2.5
- CCOCCCNC(=O)c1cn(C)c2ccc(S(=O)(=O)N3CCCC3)cc2c1=O
  1	0.2	-4	4	2	7	-1	-2	0.2
- CCSc1nnc(NC(=O)c2ccccn2)s1
  1	-0.1	3	47	5	3	-2	0	-1.5
- COc1ccc(C(CCN2CCOCC2)c2c(O)cc(OC)cc2OC)cc1 (stereo not given)
  -11	0.0	4	0	1	-8	-15	-4	2.9
- COc1ccc(NC(=O)C2CCN(C(=O)Cc3ccccc3)CC2)c(OC)c1
  -3	0.1	-2	-7	2	2	5	-5	2.0
- CC(=O)Nc1ccc(C(=O)OCCCOC(=O)c2ccc(NC(C)=O)cc2)cc1
  -3	0.2	0	5	1	9	-9	-2	0.1
- Cc1ccc2nc3n(c(=O)c2c1)CCC3
  5	0.1	-1	-2	-1	15	-4	2	-0.9

# By substructure, those above containing a cyano group.
# Values in the order: proCasp3 act	Efflux pump inh	PP1 counter	GASC-1 inh	Fh CTSL1 inh	procasp7 counter	core dimer inh	TPT1 inhibitor	PP5 primary
- Cc1cc(C)nc(Sc2ccc(/C=C(\C#N)C(=O)Nc3ccccc3)o2)n1
  -1	0.0	0	-3	4	-9	-5	11	2.3
- N#Cc1c(-c2ccccc2)cc(-c2ccc3c(c2)OCO3)[nH]c1=O
  -4	-0.3	2	-3	x	2	x	x	-0.5
- CC1(C)C=C2C(=NN(c3ccccc3)C(N)=C2C#N)CO1
  -5	-0.1	33*	7	109*	-6	31	-9	1.2

# Next part.
# Values in the order: proCasp3 act	Efflux pump inh	PP1 counter	GASC-1 inh	Fh CTSL1 inh	procasp7 counter	core dimer inh	TPT1 inhibitor	PP5 primary
- CCOc1ccccc1NC(=O)C(Sc1nnnn1C)c1ccccc1 (stereo not given)
  -1	0.0	-8	-17	0	-5	2	-2	0.0
- COCCN1C(=O)c2oc3cc(C)c(C)cc3c(=O)c2C1c1ccc(O)cc1 (stereo not given)
  0	0.1	2	9	1	-10	0	-5	1.3
- Cc1ccc(CSC2=CS(=O)(=O)c3ccccc3N2)cc1
  -1	-0.2	0	-1	1	0	0	-5	1.9
- COc1cccc(/C=C/C(=O)OCC(=O)Nc2ccccc2Sc2ccccc2)c1
  2	0.0	1	4	0	-2	8	-1	-0.5
- CCC(C)[C@H](NC(=O)N1CCCC1)C(=O)O (stereo not given in full)
  4	0.1	-2	7	-3	3	2	-3	0.2
